ARNT TACC3 PPI: disruptors of ARNT/TACC3 protein interaction, primary screen, biochemical, AlphaScreen, single concentration; Transforming acidic coiled-coil-containing protein 3 (Homo sapiens), Q9Y6A5; AlphaScreen His-ARNT PAS-B/GST-TACC3 binding, luminescence; TACC3 fragment carries E629A point mutation; inhibition, % at 9.99 µM; 390,000 compounds, 0.66% hits; AID 623870, 2012;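 active = mean inhibition of replicates at least 50% and at least half of replicates each reaching 50%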;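 also: 0% = complete ARNT plus TACC3 wells and 100% = ARNT alone without TACC3; many hits fall short of the cut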
esBAF inh: Bmi1 luciferase reporter increase in mESCs, primary screen, esBAF inhibitor project, mouse ES cells, Bmi1 luciferase knock-in, single point | 24 h; 100% = twice the neutral-well signal | reporter increase, % at 12.5 µM | 350,000 compounds, 2% hits; in the data active = activation above about 40%;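 also: 0% = median of the plate's neutral control wells and 100% = double that signal; a rise in the Bmi1 reporter signal indicates esBAF inhibition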
XiGFP reactiv: activators of inactive X chromosome reactivation, primary screen, imaging, XiGFP fibroblasts, GFP high-content imaging, set 2; activation, % at 7.58 µM; 360,000 compounds, 0.055% hits; XiGFP mouse fibroblasts, % GFP-positive cells imaging, 3 d; cells co-treated with 5-aza-dC sensitizer; scaled so ellipticine positive control = 100%; AID 743238, 2013;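 active = mean normalized replicate activation at least 10% and every replicate at or above 10%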;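 also: 0% = median of on-plate neutral control wells and 100% = ellipticine 6 µM median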
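Material: SV40-immortalized XiGFP fibroblast cells, line 68-5-11 | Buffer or medium: DMEM containing 5-aza-dC | Dosing: One concentration, pinned | Times: 3 d treatment, 15 min room-temperature fixation | Controls: Ellipticine 6 µM positive control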
ERAP1 inh: human ERAP1 aminopeptidase inhibitors, primary screen, biochemical, single point, plate reader | Endoplasmic reticulum aminopeptidase 1 (Homo sapiens), Q9NZ08 | recombinant ERAP1, Leu-AMC fluorescence, 60 min | inhibition, % at 10.7 µM | 340,000 compounds, 0.15% hits | AID 652197, 2013;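 active = mean replicate inhibition of at least 30%, or all replicates individually reaching that 30% level; inactive = mean below 30% and not every replicate reaching it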;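 also: 0% = neutral control wells and 100% = L-leucinethiol positive control wells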
F508del corr: F508del CFTR correction, initial screen, CFBE line, single point; CFBE cells, YFP halide quenching; stimulated with forskolin plus potentiator P3; % fluorescence drop versus neutral controls; activity (quench increase), % at 7.58 µM; 350,000 compounds, 0.36% hits; AID 720511, 2013;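 active = mean added fluorescence quench of at least 8% versus neutral control, with both replicates also reaching 8%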;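 also: cells transiently co-express mutant CFTR-F508del with the halide-sensitive YFP; corrector assay measuring rescue of mutant channel to the surface after 24 h compound exposure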
RAD54 branch: inhibitors of human RAD54 branch migration, primary screen, biochemical, fluorescence, single point. DNA repair and recombination protein RAD54-like (Homo sapiens), Q92698. RAD54 Holliday junction branch migration, FAM/BHQ fluorescence. inhibition, % at 10.4 µM. 360,000 compounds, 0.14% hits;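 active = mean normalized replicate activity at least 40 and at least half of replicates scoring 40 or more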;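 also: 0% = median of neutral control wells and 100% = median of positive control wells; inhibitors cause a drop in the FAM fluorescence signal; in these data hits start at about 50%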
RAD52 inh: RAD52 DNA annealing inhibitors, primary screen, biochemical, FRET, single point, set 2. recombinant RAD52 DNA annealing, FRET fluorescence. inhibition, % at 18.7 µM. AID 651710, 2012. 360,000 compounds, 0.46% hits;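 active = every replicate showing at least 50% inhibition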
Target sequence (P43351 whole entry, looked up): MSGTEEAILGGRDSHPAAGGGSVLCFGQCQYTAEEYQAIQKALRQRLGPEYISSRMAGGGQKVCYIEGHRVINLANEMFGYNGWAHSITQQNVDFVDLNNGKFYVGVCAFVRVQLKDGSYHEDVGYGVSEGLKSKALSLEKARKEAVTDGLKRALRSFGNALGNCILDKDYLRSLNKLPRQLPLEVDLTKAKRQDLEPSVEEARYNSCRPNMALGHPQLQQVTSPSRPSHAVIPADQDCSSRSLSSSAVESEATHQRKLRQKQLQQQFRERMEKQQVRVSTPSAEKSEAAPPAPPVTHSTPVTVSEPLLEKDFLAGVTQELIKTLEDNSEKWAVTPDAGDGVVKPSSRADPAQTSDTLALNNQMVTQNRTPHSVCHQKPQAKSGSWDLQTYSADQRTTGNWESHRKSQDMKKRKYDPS
INS-1E GSIS act: GLuc luminescence reporter in INS-1E cells, primary screen for activators of glucose-dependent secretion of insulin. INS-1E GLuc reporter insulin secretion, 2-3 h. activation, % at 16.6 µM. 370,000 compounds, 0.61% hits;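 active = lowest replicate activation of at least 40%, so every replicate reaches that level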;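 also: 0% = median of neutral control wells and 100% = median of IBMX positive control wells; some compounds called inactive have numbers as strong as hits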
Numbers without * were called inactive.

For N#Cc1ccc(C(C(=O)NC2CCCCC2)n2c(=O)c(-c3ccco3)nc3ccccc32)cc1 (stereo not given) the results were XiGFP reactiv -0.1, ERAP1 inh 6.5, F508del corr 2.4, RAD52 inh -9.0 and INS-1E GSIS act -0.8.
CCOC(=O)c1ccc(NC(=O)Nc2ccc(OC)c(OC)c2)cc1 was read as ARNT TACC3 PPI -5.7, esBAF inh 5.3, RAD54 branch 13.0 and INS-1E GSIS act -23.1.
Screening COc1ccc(S(=O)(=O)N(C)C[C@@H]2OCCCC[C@H](C)Oc3ccc(NS(C)(=O)=O)cc3C(=O)N([C@@H](C)CO)C[C@H]2C)cc1 returned ARNT TACC3 PPI -2.9, esBAF inh -2.2, XiGFP reactiv 0.0, ERAP1 inh -0.7, F508del corr -0.7, RAD54 branch -4.2, RAD52 inh -1.0 and INS-1E GSIS act -5.5.
For CCCCN([C@H](CO)C(C)C)S(=O)(=O)c1ccccc1Br the results were ARNT TACC3 PPI -14.6, esBAF inh 5.5, XiGFP reactiv 0.0, ERAP1 inh -5.6, F508del corr 0.5, RAD54 branch -9.3, RAD52 inh -6.4 and INS-1E GSIS act -20.4.
Cc1ccc(NC(=O)CCNS(=O)(=O)c2ccc3[nH]c(=O)oc3c2)cc1F was read as ARNT TACC3 PPI -33.1, esBAF inh -7.9, XiGFP reactiv 0.0, ERAP1 inh -4.3, F508del corr -3.6, RAD54 branch -14.8, RAD52 inh -3.3 and INS-1E GSIS act 11.5.
For C[C@@H]1CN([C@H](C)CO)C(=O)c2cc(C#CC3CCCC3)cnc2O[C@H]1CN(C)S(=O)(=O)c1cccc(F)c1 the results were ARNT TACC3 PPI 10.7, esBAF inh 8.1, XiGFP reactiv -1.0, ERAP1 inh -0.5, F508del corr -7.9, RAD54 branch -4.8, RAD52 inh -9.6 and INS-1E GSIS act -23.4.
For O=C(c1cc(-c2cccc(Br)c2)nc2ccccc12)N1CCCC1 the results were ARNT TACC3 PPI 4.9, esBAF inh 1.8, XiGFP reactiv 0.1, ERAP1 inh -0.3, F508del corr 2.3, RAD54 branch 4.3, RAD52 inh -13.9 and INS-1E GSIS act 38.0.
`CCn1ccnc1[C@@H]1C[C@H]2CN(c3ccccc3OC)C(=O)[C@]23CCCN13` gave ARNT TACC3 PPI 6.8, esBAF inh -11.7, XiGFP reactiv 0.3, ERAP1 inh -2.7, F508del corr -1.7, RAD54 branch 1.2, RAD52 inh -7.0 and INS-1E GSIS act -6.7.
C[C@@H]1CN([C@@H](C)CO)S(=O)(=O)c2ccc(-c3cccc(C(=O)N(C)C)c3)cc2O[C@H]1CN(C)C(=O)Nc1ccc(F)cc1 was read as ARNT TACC3 PPI -1.7, esBAF inh 0.1, XiGFP reactiv -0.8, ERAP1 inh -1.6, F508del corr 0.1, RAD54 branch 8.7, RAD52 inh 7.7 and INS-1E GSIS act 18.4.
O=C(O)/C(=C\c1ccc(F)cc1)c1ccc(-c2ccccc2)cc1 was read as ARNT TACC3 PPI 10.5, esBAF inh 3.0, XiGFP reactiv 0.0, ERAP1 inh 3.1, F508del corr 0.2, RAD52 inh -12.4 and INS-1E GSIS act -4.9.
`CC(=O)c1cccc(N=c2scc(-c3ccc(S(=O)(=O)N4CCOCC4)cc3)n2CCO)c1` gave ARNT TACC3 PPI 22.3, XiGFP reactiv 0.2, ERAP1 inh -3.7, RAD52 inh -26.8 and INS-1E GSIS act -73.9.
COc1ccc(N=C2SCC(=O)N2C)cc1 was read as esBAF inh -4.7, XiGFP reactiv 0.1, ERAP1 inh -0.5, F508del corr 1.8, RAD54 branch 1.0, RAD52 inh -8.9 and INS-1E GSIS act -4.6.

Reprinted from the part before: 2 compounds, followed by the next part.
`CC(=O)c1cccc(N=c2scc(-c3ccc(S(=O)(=O)N4CCOCC4)cc3)n2CCO)c1` gave ARNT TACC3 PPI 22.3, XiGFP reactiv 0.2, ERAP1 inh -3.7, RAD52 inh -26.8 and INS-1E GSIS act -73.9.
COc1ccc(N=C2SCC(=O)N2C)cc1 was read as esBAF inh -4.7, XiGFP reactiv 0.1, ERAP1 inh -0.5, F508del corr 1.8, RAD54 branch 1.0, RAD52 inh -8.9 and INS-1E GSIS act -4.6.
`CCC(=O)Nc1ccc(Cl)c(NC(=S)NC(C)=O)c1` gave XiGFP reactiv 0.4, ERAP1 inh 4.2, F508del corr -4.5, RAD52 inh -8.5 and INS-1E GSIS act 18.5.
COC(=O)c1cc(-c2cccc([N+](=O)[O-])c2)c2c(=O)n(C)c(=O)n(C)c2n1 was read as ARNT TACC3 PPI -6.4, esBAF inh -3.1, XiGFP reactiv 0.0, ERAP1 inh 0.4, F508del corr -1.5, RAD54 branch 1.5, RAD52 inh -17.8 and INS-1E GSIS act 12.3.
`O=C(CN1C(=O)NC2(CCCCCCC2)C1=O)Nc1ccc(OC(F)F)cc1` gave ARNT TACC3 PPI -5.9, esBAF inh -2.5, XiGFP reactiv 0.0, ERAP1 inh 3.4, F508del corr 5.7, RAD54 branch -1.7, RAD52 inh -3.7 and INS-1E GSIS act -44.8.
CCN(Cc1ccc2c(c1)OCCO2)C(=O)CN1C(=O)NC2(CCc3ccccc32)C1=O (stereo not given) was read as ARNT TACC3 PPI -1.4, esBAF inh 7.3, XiGFP reactiv -0.4, ERAP1 inh 0.5, F508del corr 3.5, RAD54 branch -13.0, RAD52 inh -10.3 and INS-1E GSIS act -23.1.
NC(=O)c1nsc(C(=O)N(c2ccccc2)C(C(=O)NCc2ccc(F)cc2)c2ccc(O)cc2)c1N (stereo not given) was read as ARNT TACC3 PPI -6.4, esBAF inh -3.6, XiGFP reactiv 0.1, ERAP1 inh 4.7, F508del corr -1.5, RAD54 branch 3.9, RAD52 inh -7.8 and INS-1E GSIS act 10.5.
For O=C(NCCC(=O)N1CCCCCCC1)c1ccc(Cl)cc1 the results were ARNT TACC3 PPI -0.9, XiGFP reactiv 0.0, ERAP1 inh -5.5, F508del corr 0.2, RAD54 branch 4.7, RAD52 inh -3.7 and INS-1E GSIS act -4.8.
Screening O=C(NCC1CCCO1)C1CCC(N2C(=O)c3ccccc3C2=O)CC1 (stereo not given) returned ARNT TACC3 PPI -5.5, esBAF inh 2.0, RAD54 branch -11.9 and INS-1E GSIS act 80.6*.
For Cc1noc(C)c1NC(=O)Nc1ccc2c(c1)C(=O)N([C@@H](C)CO)C[C@H](C)[C@@H](CN(C)Cc1ccc(Cl)c(Cl)c1)O2 the results were esBAF inh 0.2, XiGFP reactiv -0.1, F508del corr 1.9 and INS-1E GSIS act 4.7.
Screening Cc1ccc2c(c1)CCCN2C(=O)c1cc(C)on1 returned ARNT TACC3 PPI 0.1, esBAF inh -7.3, XiGFP reactiv 0.1, ERAP1 inh 3.8, F508del corr 3.3, RAD54 branch 3.0, RAD52 inh -10.3 and INS-1E GSIS act 7.8.
Screening COCC#Cc1ccc2c(c1)O[C@@H](CN(C)C(=O)CN(C)C)[C@@H](C)CN([C@@H](C)CO)S2(=O)=O returned ARNT TACC3 PPI -1.4, esBAF inh 0.8, XiGFP reactiv -0.9, ERAP1 inh 0.9, F508del corr -1.3, RAD54 branch -4.3, RAD52 inh -19.2 and INS-1E GSIS act 2.8.
For C[C@H]1CCCCO[C@H](CN(C)C(=O)C2CCCCC2)[C@@H](C)CN([C@@H](C)CO)C(=O)c2cc(NS(=O)(=O)c3ccc(Cl)cc3)ccc2O1 the results were ARNT TACC3 PPI 4.6, esBAF inh 4.7, XiGFP reactiv 0.9, ERAP1 inh 1.3, F508del corr 2.2, RAD54 branch 3.5, RAD52 inh 11.8 and INS-1E GSIS act -6.8.
Screening O=C(CCC(=O)N1CCOc2ccccc21)Nc1ccc(F)cc1F returned ARNT TACC3 PPI -4.7, esBAF inh -0.3, XiGFP reactiv -0.1, ERAP1 inh 4.9, F508del corr 1.9, RAD54 branch -10.6, RAD52 inh -5.9 and INS-1E GSIS act -0.4.
C[C@@H]1CCCCO[C@H](CN(C)Cc2ccccc2)[C@H](C)CN([C@@H](C)CO)C(=O)c2cc(NC(=O)CCCN(C)C)ccc2O1 was read as esBAF inh 4.6, XiGFP reactiv -0.2, F508del corr 1.3 and INS-1E GSIS act 42.6.
For Cc1ccc2c(Cl)cc(Cl)c(OCC(=O)N(C(C)C)C(C)C)c2n1 the results were ARNT TACC3 PPI -1.6, XiGFP reactiv 0.0, ERAP1 inh 1.8, F508del corr -0.2, RAD52 inh -23.3 and INS-1E GSIS act -0.2.
Nc1nc(-c2cc(O)ccc2[N+](=O)[O-])cc(-c2ccccc2)c1[N+](=O)[O-] was read as ARNT TACC3 PPI 17.0, esBAF inh 7.5, XiGFP reactiv 0.1, ERAP1 inh 0.0, F508del corr -10.0, RAD54 branch -0.9, RAD52 inh -47.7 and INS-1E GSIS act 4.1.
Screening COc1ccc(-c2nc(CS(=O)(=O)CC(=O)NCCc3ccccc3)c(C)o2)cc1 returned ARNT TACC3 PPI 0.3, esBAF inh 7.9, XiGFP reactiv 0.2, ERAP1 inh 1.5, F508del corr 3.1, RAD54 branch 7.8, RAD52 inh -3.1 and INS-1E GSIS act 19.8.
Screening Cc1ccc(C(=O)N2CC(C)CC(C)C2)cc1NC1=NC2CS(=O)(=O)CC2S1 (stereo not given) returned ARNT TACC3 PPI -2.1, esBAF inh 1.1, XiGFP reactiv 0.0, ERAP1 inh 19.1, F508del corr -4.5, RAD54 branch -13.7, RAD52 inh -10.3 and INS-1E GSIS act -0.6.
For Nc1ccc2c(c1)C(=O)c1cc([N+](=O)[O-])ccc1-2 the results were ARNT TACC3 PPI -4.2, esBAF inh -4.7, XiGFP reactiv 0.2, ERAP1 inh 1.9, F508del corr -1.5, RAD54 branch -0.3 and RAD52 inh -29.4.
`O=C(C[C@@H]1C=C[C@H](NS(=O)(=O)c2cccc(F)c2)[C@H](CO)O1)NCc1ccc2c(c1)OCO2` gave ARNT TACC3 PPI -14.9, esBAF inh 6.0, XiGFP reactiv -0.2, ERAP1 inh 3.4, F508del corr 2.9, RAD54 branch -7.8, RAD52 inh -9.1 and INS-1E GSIS act -2.7.
`Cc1[nH]c2ccccc2c1C(=O)C(C)Sc1nnc(C2CC2)o1` (stereo not given) gave ARNT TACC3 PPI -2.3, esBAF inh 4.8, XiGFP reactiv -0.1, ERAP1 inh 8.9, F508del corr -1.4, RAD54 branch -9.7, RAD52 inh -19.7 and INS-1E GSIS act 9.7.
`CCS(=O)(=O)N1CCC(N2CCC(C)CC2)CC1` gave ARNT TACC3 PPI -4.7, XiGFP reactiv 0.0, ERAP1 inh -1.3, F508del corr -0.4, RAD54 branch -1.2, RAD52 inh -6.5 and INS-1E GSIS act 9.7.
For COCCOC(=O)N1C(=O)[C@@]2(c3cc(C#CC4(O)CCCCCC4)ccc31)[C@H](c1ccc(OCCO)cc1)N1[C@H](c3ccccc3)[C@H](c3ccccc3)OC(=O)[C@H]1[C@@H]2C(N)=O the results were ARNT TACC3 PPI 0.8, ERAP1 inh 3.6, F508del corr -2.6, RAD54 branch -2.5 and RAD52 inh 1.6.

Rows are unselected. About 3.3% of those tested had a hit in this group.
